# Anthrax LF prot: Bacillus anthracis LF protease inhibitors, primary screen, biochemical, multiplex microsphere, MLPCN library; Lethal factor (Bacillus anthracis), P15917; multiplex microsphere protease cleavage assay; inhibition, % at 10 µM; 360,000 compounds, 0.12% hits; AID 588501, 2011; note: plate controls were buffer without enzyme for full effect and enzyme alone for no effect
# BoNT A protease: BoNT/A light chain protease inhibitors, primary screen, biochemical, flow cytometry, MLPCN library | Botulinum neurotoxin type A light chain protease (Clostridium botulinum A str. ATCC 3502) | multiplex microsphere protease substrate cleavage | inhibition, % at 10 µM | 360,000 compounds, 0.17% hits | AID 588499, 2011; note: plate controls were buffer without enzyme for full effect and enzyme alone for no effect
# PfHsp40 yeast: rescue of yeast from PfHsp40 toxicity, primary screen, S. cerevisiae, ATP luminescence. 340,000 compounds, 0.68% hits. S. cerevisiae expressing PfHsp40, growth rescue. growth rescue, % at 12.5 µM; in the data active = growth rescue above about 28%, passing the limit was not always enough; inconclusive = no clear call, values can overlap the other calls;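 note: yeast W303a lacking pdr1 and pdr3 grown in galactose medium; growth measured after three days at 30 °C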
# 3CLpro inhibitor: SARS-CoV 3CLpro protease inhibitors, primary screen, biochemical, quenched FRET. Replicase polyprotein 1ab (Severe acute respiratory syndrome coronavirus), P0C6X7. recombinant SARS-CoV 3CLpro, quenched FRET peptide cleavage. inhibition, % at 6 µM. 290,000 compounds, 0.14% hits; in the data active = inhibition above about 12%
# Yp Topo-I inh: Yersinia pestis topoisomerase I inhibitors, primary screen, biochemical, cleavage product accumulation, plate reader, single point | DNA topoisomerase I (Yersinia pestis CO92) | Y. pestis Topo-I cleavage product accumulation | activity, % at 10 µM | 360,000 compounds, 0.064% hits; in the data active = activity above about 50%, passing the limit was not always enough; inconclusive = no clear call, values can overlap the other calls; note: inactives centre near 2
# BH1578 lux ind: inducers of Vibrio cholerae quorum light production without autoinducers, primary screen, BH1578 luxS cqsA deficient, single point; V. cholerae BH1578 lux reporter, luminescence, 6 h; activation, % at 18.7 µM; 350,000 compounds, 0.16% hits; in the data active = activation mostly above about 9.7%, no sharp cut-off; inconclusive = no clear call, values can overlap the other calls; inactive = mostly below about 3.7%; note: not every result past the cut was called active; inactives centre near 0; reference of the scale not given here
# TcdB GH inh: TcdB glycohydrolase inhibitors, primary screen, biochemical, single point, plate reader; AID 652162, 2013; 350,000 compounds, 0.24% hits; TcdB glycohydrolase enzymatic assay; inhibition, % at 9.99 µM; in the data active = inhibition above about 10%
# Target sequence (P18177 whole entry, looked up): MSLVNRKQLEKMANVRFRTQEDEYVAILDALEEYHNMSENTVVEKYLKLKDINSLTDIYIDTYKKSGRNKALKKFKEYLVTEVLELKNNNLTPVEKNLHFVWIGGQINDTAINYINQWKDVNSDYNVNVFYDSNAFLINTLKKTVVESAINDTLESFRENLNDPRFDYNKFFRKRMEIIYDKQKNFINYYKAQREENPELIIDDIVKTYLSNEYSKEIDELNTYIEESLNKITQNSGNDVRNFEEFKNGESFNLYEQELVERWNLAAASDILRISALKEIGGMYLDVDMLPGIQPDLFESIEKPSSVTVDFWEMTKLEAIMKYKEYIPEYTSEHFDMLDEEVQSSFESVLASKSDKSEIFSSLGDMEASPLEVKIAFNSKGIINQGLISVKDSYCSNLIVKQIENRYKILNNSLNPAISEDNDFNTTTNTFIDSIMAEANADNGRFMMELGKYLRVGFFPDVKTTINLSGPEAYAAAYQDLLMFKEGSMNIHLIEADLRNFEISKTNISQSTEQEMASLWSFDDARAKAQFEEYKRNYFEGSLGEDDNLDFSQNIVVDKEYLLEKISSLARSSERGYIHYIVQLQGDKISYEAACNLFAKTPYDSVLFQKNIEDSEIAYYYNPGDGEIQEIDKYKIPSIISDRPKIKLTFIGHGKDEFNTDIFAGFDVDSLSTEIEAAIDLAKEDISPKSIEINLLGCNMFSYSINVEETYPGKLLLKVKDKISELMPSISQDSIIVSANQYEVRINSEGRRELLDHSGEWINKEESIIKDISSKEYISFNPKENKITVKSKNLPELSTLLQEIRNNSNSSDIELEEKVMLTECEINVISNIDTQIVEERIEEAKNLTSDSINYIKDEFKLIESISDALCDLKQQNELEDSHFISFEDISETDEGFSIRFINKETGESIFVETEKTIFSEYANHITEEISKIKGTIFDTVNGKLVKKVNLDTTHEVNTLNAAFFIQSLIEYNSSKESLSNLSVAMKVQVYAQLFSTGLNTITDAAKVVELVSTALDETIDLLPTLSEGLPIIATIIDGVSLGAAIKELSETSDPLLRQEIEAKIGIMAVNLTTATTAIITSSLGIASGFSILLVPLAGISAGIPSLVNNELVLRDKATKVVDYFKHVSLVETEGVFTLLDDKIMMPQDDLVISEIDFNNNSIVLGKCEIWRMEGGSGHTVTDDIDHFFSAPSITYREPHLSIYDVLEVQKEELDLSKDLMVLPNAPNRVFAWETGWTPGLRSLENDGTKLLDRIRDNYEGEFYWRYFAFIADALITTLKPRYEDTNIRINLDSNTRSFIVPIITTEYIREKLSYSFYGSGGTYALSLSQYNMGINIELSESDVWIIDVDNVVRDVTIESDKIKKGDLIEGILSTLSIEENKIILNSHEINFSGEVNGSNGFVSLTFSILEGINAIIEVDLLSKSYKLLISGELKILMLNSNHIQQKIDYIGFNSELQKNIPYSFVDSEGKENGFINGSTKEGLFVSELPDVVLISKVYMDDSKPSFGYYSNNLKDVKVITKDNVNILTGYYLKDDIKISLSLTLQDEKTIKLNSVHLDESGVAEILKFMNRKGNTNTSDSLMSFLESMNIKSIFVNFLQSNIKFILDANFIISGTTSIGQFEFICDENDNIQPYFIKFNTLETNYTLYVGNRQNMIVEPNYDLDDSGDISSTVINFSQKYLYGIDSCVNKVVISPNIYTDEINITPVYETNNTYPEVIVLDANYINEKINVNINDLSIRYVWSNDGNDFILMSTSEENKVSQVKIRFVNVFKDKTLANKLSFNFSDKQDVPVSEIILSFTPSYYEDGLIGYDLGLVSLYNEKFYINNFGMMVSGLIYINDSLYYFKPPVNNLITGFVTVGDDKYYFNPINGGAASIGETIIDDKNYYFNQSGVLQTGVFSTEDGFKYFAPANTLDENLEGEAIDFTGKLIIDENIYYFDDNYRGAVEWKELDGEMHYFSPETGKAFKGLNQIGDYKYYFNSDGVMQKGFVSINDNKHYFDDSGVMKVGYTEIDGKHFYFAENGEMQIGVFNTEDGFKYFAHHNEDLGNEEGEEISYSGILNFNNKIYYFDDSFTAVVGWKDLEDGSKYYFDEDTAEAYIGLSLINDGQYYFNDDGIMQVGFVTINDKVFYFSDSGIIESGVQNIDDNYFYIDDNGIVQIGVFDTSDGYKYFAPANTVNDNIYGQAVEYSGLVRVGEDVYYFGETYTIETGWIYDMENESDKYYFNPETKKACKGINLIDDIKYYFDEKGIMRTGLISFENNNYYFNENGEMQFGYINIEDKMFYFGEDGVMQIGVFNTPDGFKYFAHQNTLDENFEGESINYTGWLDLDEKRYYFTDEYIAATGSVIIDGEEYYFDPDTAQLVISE
# SSB-PriA inh: inhibitors of Klebsiella pneumoniae PriA binding to SSB C-terminal tail, primary screen, biochemical, AlphaScreen. PriA–SSB C-terminal tail interaction (Klebsiella pneumoniae). AlphaScreen SSBct-PriA binding, biotinylated peptide. inhibition, % at 33 µM. 430,000 compounds, 0.6% hits; in the data active = inhibition mostly above about 37%, no sharp cut-off; inactive = mostly below about 20%;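 note: plate controls were negative control peptide for no effect and reference peptide for full effect; strong numbers were not always called active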
# DUSP3 inh: VHR1 phosphatase inhibitors, primary screen, biochemical, absorbance, uHTS; Dual specificity protein phosphatase 3 (Homo sapiens), P51452; recombinant VHR phosphatase, pNPP absorbance; inhibition, % at 13.3 µM; 290,000 compounds, 0.52% hits; AID 1654, 2009; in the data active = inhibition above about 50%; note: some compounds called inactive have numbers as strong as hits
# CCHF vOTU inh: CCHFV vOTU protease inhibitors, primary screen, biochemical, Pep-AMC substrate, fluorescence. Crimean-Congo hemorrhagic fever virus L polyprotein viral ovarian tumor (vOTU) protease …. inhibition, % at 11.5 µM. 370,000 compounds, 0.55% hits. AID 651958, 2012; in the data active = inhibition above about 30%; note: 0% = vehicle wells with enzyme and 100% = no enzyme wells
# The depositor's hits bear a star; i = inactive; ? = inconclusive; · = no result given; & = joins results of further samples. Cut-off read from the data, not from the text of the source, unless noted: active = inhibition above about 30%; inconclusive = no clear call, values can overlap the other calls; inactive = below that. Some of the compounds tested; rates above refer to the full screens.
SMILES,Anthrax LF prot,BoNT A protease,PfHsp40 yeast,3CLpro inhibitor,Yp Topo-I inh,BH1578 lux ind,TcdB GH inh,SSB-PriA inh,DUSP3 inh,CCHF vOTU inh
Cn1nc(C(F)(F)F)c(C(=O)Nc2ccc(Cl)cc2)c1Cl,2,?,-1.2,1,-2,·,·,-16,3,-4
CC1(NCc2ccc(Cl)cc2)COP(=O)(NCc2ccccc2)OC1 (stereo not drawn),2,0.1,0.0,·,2,-1.3,0.7,-2,·,20
COc1cc(NC(=O)CN2C(=O)NC(C)(c3ccc4ccccc4c3)C2=O)c(C)cc1[N+](=O)[O-] (stereo not drawn),1,0.0,0.3,12,-11,3.8,1.2,11,7,8
CCCC[C@H](CN(N=O)[C@@H](Cc1ccccc1)CN(C)N=O)N(CCc1ccccc1)N=O,4,-0.3,2.7,1,19,-0.8,0.9,6,7,4
CCCCCC(=O)NC(=S)Nc1ccc(N2CCOCC2)cc1,-2,0.3,1.5,-1,-2,-0.1,0.8,-11,-4,1
CCOC(=O)/C=C/C(=O)Nc1ccc(S(=O)(=O)N2CCc3ccccc32)cc1,19,-3.3,-0.8,2,10,i,2.1,-7,16,15
CCC(=O)N1c2ccccc2NC2=C(C(=O)CCC2)C1c1ccco1 (stereo not drawn),-3,0.7,-1.7,5,-6,0.1,0.5,-15,4,-6
COc1ccc(NC2CCCN(C(=O)c3ccc4nc(C)c(C)nc4c3)C2)cc1OC (stereo not drawn),-2,-0.5,-1.4,-3,4,0.5,-4.6,6,-26,-6
CCN(CC)S(=O)(=O)c1cc(NC(=O)CSc2nccn2C)ccc1C,-4,-0.7,-0.3,2,5,-0.2,4.9,2,-7,4
COc1ccc(C(c2sc3nc(C)nn3c2O)N2CCC(O)CC2)cc1OC (stereo not drawn),7,-0.3,0.5,2,-1,-0.1,1.2,7,12,7

# Some of the entries so far, tab-delimited:
Molecule	Anthrax LF prot	BoNT A protease	PfHsp40 yeast	3CLpro inhibitor	Yp Topo-I inh	BH1578 lux ind	TcdB GH inh	SSB-PriA inh	DUSP3 inh	CCHF vOTU inh
COc1cc(NC(=O)CN2C(=O)NC(C)(c3ccc4ccccc4c3)C2=O)c(C)cc1[N+](=O)[O-] (stereo not drawn)	1	0.0	0.3	12	-11	3.8	1.2	11	7	8
CCCC[C@H](CN(N=O)[C@@H](Cc1ccccc1)CN(C)N=O)N(CCc1ccccc1)N=O	4	-0.3	2.7	1	19	-0.8	0.9	6	7	4
CCCCCC(=O)NC(=S)Nc1ccc(N2CCOCC2)cc1	-2	0.3	1.5	-1	-2	-0.1	0.8	-11	-4	1

# The listing continues:
SMILES,Anthrax LF prot,BoNT A protease,PfHsp40 yeast,3CLpro inhibitor,Yp Topo-I inh,BH1578 lux ind,TcdB GH inh,SSB-PriA inh,DUSP3 inh,CCHF vOTU inh
CC(C)C1Nc2ccc(S(N)(=O)=O)cc2C2C=CCC21 (stereo not drawn),-3,3.4,-0.6,0,-10,0.5,·,36,-9,9
O=C(COC(=O)C1CCN(S(=O)(=O)c2ccc3c(c2)OCCO3)CC1)Nc1cccc2ccccc12,1,-0.2,-1.2,1,-1,i,·,-15,6,-2
c1cc(CCN2CCCC2)ccn1,-5,0.3,0.1,5,3,i,1.3,-1,-1,-9
CN(C)C(=O)/C(=C\c1cccc(Oc2ccccc2)c1)NC(=O)c1ccccc1,0,0.5,1.0,6,11,i,1.0,12,0,15
COc1ccc(/C=N/NC(=O)c2cccnc2)cc1COc1ccc(NC(C)=O)cc1,·,·,13,1,-3,i,0.6,i,-3,14
Cc1cc(Br)cc2c1NC(=O)C2(O)CC(=O)c1ccco1 (stereo not drawn),2,-0.5,-0.4,-2,0,-0.3,2.3,-19,-7,0
COc1ccccc1CNC(=O)Nc1nnc([C@H]2C[C@H](O)[C@@H](CO)O2)s1,-2,0.0,·,·,-1,i,0.1,·,·,-3
Cc1nnc(SCC(=O)NCC2CCCO2)n1Cc1ccccc1 (stereo not drawn),-4,0.9,-0.9,·,-5,-2.0,0.6,-6,·,9
COc1ccc(CN2CCN(S(=O)(=O)c3ccc(F)cc3)CC2)c(OC)c1OC,-4,1.4,1.6,1,11,-5.3,·,3,17,-1
O=CC(Cl)P(=O)(N1CCOCC1)N1CCOCC1 (stereo not drawn),18,0.2,-0.5,1,-6,-0.6,0.9,3,-8,-7

# Copied from the list:
# Reading for Cc1nnc(SCC(=O)NCC2CCCO2)n1Cc1ccccc1 (stereo not drawn) in PfHsp40 yeast: -0.9
# Reading for Cc1cc(Br)cc2c1NC(=O)C2(O)CC(=O)c1ccco1 (stereo not drawn) in TcdB GH inh: 2.3

# The listing continues:
SMILES,Anthrax LF prot,BoNT A protease,PfHsp40 yeast,3CLpro inhibitor,Yp Topo-I inh,BH1578 lux ind,TcdB GH inh,SSB-PriA inh,DUSP3 inh,CCHF vOTU inh
CN(C)S(=O)(=O)c1ccc2c(c1)C(CC(=O)O)OC2=O (stereo not drawn),9,1.1,-1.7,-3,-4,-0.3,·,2,5,-8
O=C1C2C3C=CC(CC3)C2C(=O)N1c1ccc(Cl)cc1 (stereo not drawn),·,·,-0.9,-7,-1,-0.4,-0.2,-8,16,-7
C=CCn1c(=O)c(C(=O)Nc2cccnc2)c(O)c2ccccc21,0,0.0,-0.6,2,1,-0.3,·,-11,20,17
CC(C)CC1Nc2ncnc(N3CCOCC3)c2N(Cc2ccccc2)C1=O (stereo not drawn),0&-1,-1.4&0.2,-1.0,·,-12,-0.6,-3.4&1.3,-14,·,-1&-1
CN(CC(=O)Nc1ccccc1Cl)C(=O)COC(=O)/C=C/c1ccccc1,-3,-4.9,-1.2,·,0,i,0.4,-2,·,12
COc1cc(C(=O)OCC(=O)Nc2cccc(S(=O)(=O)N3CCOCC3)c2)ccc1OCC(C)C,2,2.4,·,·,10,i,0.0,9,·,-8
COc1ccc(C2=NOC3(CC(=O)N(c4ccc(C)cc4)C3=O)C2)cc1 (stereo not drawn),-4,-0.7,2.0,-1,-13,i,·,-3,14,-16
CCN(CC)S(=O)(=O)c1ccc(C(=O)NCc2n[nH]c(=S)n2-c2ccc(Cl)c(Cl)c2)cc1,0,0.3,3.1,4,-5,i,-1.0,2,-35,5
COc1cccc(C(=O)Nc2ccc3nc4n(c(=O)c3c2)CCCC4)c1,6,-2.7,0.1,-2,6,i,-0.1,0,27,4
CCn1cc(/C=C/C(=O)c2ccc(O)cc2)c(C)n1,-8,-0.3,-1.1,4,-12,-0.8,4.9,-11,-1,4
Cc1ccc(S(=O)(=O)NCC(c2cccnc2)N2CCN(Cc3ccccc3)CC2)cc1 (stereo not drawn),-12,0.1,1.3,-1,24,i,1.3,3,-13,6
CCOc1ccc(OCC)c(S(=O)(=O)N2CCCCC2)c1,-1,0.2,1.3,-4,6,i,·,-21,18,0
Oc1cccc(NC(=S)Nc2cccnc2)c1,2,0.9,0.1,4,-5,-0.2,·,-7,-5,-2
C=CCOc1c(Br)cc(CNc2ccc(NC(=O)C(C)C)c(OC)c2)cc1OCC,-1,6.7,1.6,-1,-1,-0.2,0.8,-15,-2,13
CCCSc1nc2cc(OC)c(OC)cc2c(=N)n1CCCN1CCOCC1,1,-0.7,1.8,-4,8,-0.3,0.7,6,17,16
COc1ccc(NC(=O)CC2C(=O)N(c3cccc(C)c3)C(=O)N2C2CCCCC2)cc1 (stereo not drawn),-8,0.8,-0.3,-4,-8,-0.3,·,-1,21,-3
CS(=O)(=O)Nc1ccc(S(=O)(=O)NC2CCCCC2)cc1,-3,-0.5,-1.2,3,-6,-0.3,1.3,-3,-4,-4
COc1ccc(-c2cn(-c3ccc(C)cc3C)c(=S)[nH]2)cc1OC,-3,2.0,-0.6,3,10,i,0.7,14,-14,2
COc1ccccc1C(c1nnnn1C(C)(C)C)N1CCN(Cc2ccccc2)CC1 (stereo not drawn),1,-0.1,1.0,8,22,-0.8,·,-12,8,1
COc1cccc(N2C(=O)NC(=O)/C(=C/c3ccc4c5c(cccc35)CC4)C2=O)c1,·,·,·,3,·,·,3.7,·,51*,-45
CCOC(=O)C1CCN(C(c2cc3ccc(C)c(C)c3[nH]c2=O)c2nnnn2C2CCCCC2)CC1 (stereo not drawn),12,33*,?,7,8,1.0,·,-18,10,-6
O=S1(=O)N[C@@H](Cc2ccccc2)COc2cccc(N3CCN(Cc4ccccc4F)CC3)c21,-11,0.0,·,·,·,·,0.3,·,·,-1
Cc1c(NC(=O)c2noc(C(C)C)c2[N+](=O)[O-])c(=O)n(-c2ccccc2)n1C,-3,-0.6,-0.1,-2,11,-0.2,-3.6,-17,-14,-2
CC(SCc1cn2cc(Cl)ccc2n1)C(=O)O (stereo not drawn),1,-0.5,-0.5,-1,-2,0.1,·,-7,3,-6
OC[C@@H]1CN(Cc2ccco2)C[C@H](n2cnc3c(N4CCN(c5ccccc5)CC4)ncnc32)O1,2,-0.4,·,·,14,i,0.8,·,·,1
Cc1c(-c2cccc(Cl)c2)nc2ccccc2c1C(=O)N1CCC2(CC1)OCCO2,1,-1.8,-0.1,-1,-10,i,0.9,-2,28,0
CCc1noc(C)c1C(=O)OCC(=O)NCc1ccccc1,2,-0.2,-1.1,·,3,i,1.6,-13,·,0
CCOC1=C2[C@H]([C@H]3C(=O)N(c4ccccc4)C(=O)[C@H]3C1)[C@@H](C(C)C)N(S(=O)(=O)c1ccc(C)cc1)[C@H]2c1ccccc1,-5,0.1,·,·,·,·,2.5,·,·,1
CCOC(=O)[C@]12Cc3c(cc(OC)c(OC)c3OC)[C@H]1N(Cc1ccccc1)C(=O)c1cc(F)c(F)cc12,-10,-0.6,·,·,·,·,0.1,·,·,3
O=C(Cc1ccccc1)NN1C(=O)/C(=C/c2ccccc2C(=O)O)SC1=S,0,-0.1,-0.5,-3,-6,i,-2.2,-5,-13,7
CCc1ccc(N2CC(C(=O)Nc3ccc(S(=O)(=O)N4CCCCC4)cc3)CC2=O)cc1 (stereo not drawn),-1,-0.5,-1.6,5,2,i,3.3,0,17,23
CC(=O)N/C(=N/c1nc(C)cc(C)n1)Nc1ccc(NC(C)=O)cc1,1,-0.9,-0.5,-4,2,i,·,·,9,4
CCCNc1c(F)c(F)c2c(C)c3ccccc3nc2c1F,-4,1.1,0.2,0,-5,6.2,·,8,39,11
COc1cc(OC)cc(C(=O)NCCSC2CCCCC2)c1,-2,-0.6,-0.3,3,1,-0.7,0.0,-12,5,2
N#Cc1ccc(C(=O)N(Cc2ccco2)c2c(N)n(Cc3ccccc3)c(=O)[nH]c2=O)cc1,-4,0.7,-1.3,·,-3,i,-0.1,4,·,2
COCCSc1nnc(NC(=O)CSc2ccccc2)s1,-6,0.2,0.0,-2,-1,i,·,-10,37,0
C[C@@H](NCCc1ccc(O)cc1)[C@@H](O)c1ccc(O)cc1,-1,-1.7,-0.5,·,-3,-1.2,-0.3,-2,·,11
C=CCN(c1ccccc1)S(=O)(=O)c1cccc(C(=O)NCc2ccncc2)c1,?,?,0.0,·,0,i,0.0,9,·,-13
Cc1onc(-c2c(Cl)cccc2Cl)c1C(=O)c1c[nH]c(C(=O)NCC2CCCO2)c1 (stereo not drawn),1,-1.5,0.4,7,5,-0.3,1.3,-3,24,4
COc1ccc(-c2coc3c(C(=O)NCc4ccco4)cccc23)c(C)c1,-5,-0.7,·,·,49,0.3,-0.9,·,·,0

# Screens (PubChem)
